BH1578 lux ind – inducers of Vibrio cholerae quorum light production without autoinducers | V. cholerae BH1578 lux reporter, luminescence, 6 h | activation, % at 18.7 µM | hit rate 0.16% among 350,000 | AID 588436; in the data active = activation mostly above about 9.7%, no sharp cut-off; inconclusive = no clear call, values can overlap the other calls; inactive = mostly below about 3.7%; note: not every result past the cut was called active; inactives centre near 0; reference of the scale not given here
PfHsp40 rescue – compounds rescuing yeast from Plasmodium falciparum HSP40 toxicity. S. cerevisiae expressing PfHsp40, growth rescue, ATP luminescence. growth rescue, % at 12.5 µM. hit rate 0.68% among 340,000. AID 504582; in the data active = growth rescue above about 28%, passing the limit was not always enough; inconclusive = no clear call, values can overlap the other calls;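 note: yeast W303a lacking pdr1 and pdr3 grown in galactose medium; growth measured after three days at 30 °C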
Yp Topo-I inh – Y. pestis Topo-I inhibition via cleavage products; Y. pestis Topo-I cleavage product accumulation, plate reader; activity, % at 10 µM; hit rate 0.064% among 360,000; AID 504884; in the data active = activity above about 50%, passing the limit was not always enough; inconclusive = no clear call, values can overlap the other calls; note: inactives centre near 2
TcdB GH inh – inhibitors of Clostridioides difficile toxin B glycohydrolase; hit rate 0.24% among 350,000; inhibition, % at 9.99 µM; P18177; TcdB glycohydrolase enzymatic assay, plate reader; in the data active = inhibition above about 10%
Target sequence (P18177 whole entry, looked up): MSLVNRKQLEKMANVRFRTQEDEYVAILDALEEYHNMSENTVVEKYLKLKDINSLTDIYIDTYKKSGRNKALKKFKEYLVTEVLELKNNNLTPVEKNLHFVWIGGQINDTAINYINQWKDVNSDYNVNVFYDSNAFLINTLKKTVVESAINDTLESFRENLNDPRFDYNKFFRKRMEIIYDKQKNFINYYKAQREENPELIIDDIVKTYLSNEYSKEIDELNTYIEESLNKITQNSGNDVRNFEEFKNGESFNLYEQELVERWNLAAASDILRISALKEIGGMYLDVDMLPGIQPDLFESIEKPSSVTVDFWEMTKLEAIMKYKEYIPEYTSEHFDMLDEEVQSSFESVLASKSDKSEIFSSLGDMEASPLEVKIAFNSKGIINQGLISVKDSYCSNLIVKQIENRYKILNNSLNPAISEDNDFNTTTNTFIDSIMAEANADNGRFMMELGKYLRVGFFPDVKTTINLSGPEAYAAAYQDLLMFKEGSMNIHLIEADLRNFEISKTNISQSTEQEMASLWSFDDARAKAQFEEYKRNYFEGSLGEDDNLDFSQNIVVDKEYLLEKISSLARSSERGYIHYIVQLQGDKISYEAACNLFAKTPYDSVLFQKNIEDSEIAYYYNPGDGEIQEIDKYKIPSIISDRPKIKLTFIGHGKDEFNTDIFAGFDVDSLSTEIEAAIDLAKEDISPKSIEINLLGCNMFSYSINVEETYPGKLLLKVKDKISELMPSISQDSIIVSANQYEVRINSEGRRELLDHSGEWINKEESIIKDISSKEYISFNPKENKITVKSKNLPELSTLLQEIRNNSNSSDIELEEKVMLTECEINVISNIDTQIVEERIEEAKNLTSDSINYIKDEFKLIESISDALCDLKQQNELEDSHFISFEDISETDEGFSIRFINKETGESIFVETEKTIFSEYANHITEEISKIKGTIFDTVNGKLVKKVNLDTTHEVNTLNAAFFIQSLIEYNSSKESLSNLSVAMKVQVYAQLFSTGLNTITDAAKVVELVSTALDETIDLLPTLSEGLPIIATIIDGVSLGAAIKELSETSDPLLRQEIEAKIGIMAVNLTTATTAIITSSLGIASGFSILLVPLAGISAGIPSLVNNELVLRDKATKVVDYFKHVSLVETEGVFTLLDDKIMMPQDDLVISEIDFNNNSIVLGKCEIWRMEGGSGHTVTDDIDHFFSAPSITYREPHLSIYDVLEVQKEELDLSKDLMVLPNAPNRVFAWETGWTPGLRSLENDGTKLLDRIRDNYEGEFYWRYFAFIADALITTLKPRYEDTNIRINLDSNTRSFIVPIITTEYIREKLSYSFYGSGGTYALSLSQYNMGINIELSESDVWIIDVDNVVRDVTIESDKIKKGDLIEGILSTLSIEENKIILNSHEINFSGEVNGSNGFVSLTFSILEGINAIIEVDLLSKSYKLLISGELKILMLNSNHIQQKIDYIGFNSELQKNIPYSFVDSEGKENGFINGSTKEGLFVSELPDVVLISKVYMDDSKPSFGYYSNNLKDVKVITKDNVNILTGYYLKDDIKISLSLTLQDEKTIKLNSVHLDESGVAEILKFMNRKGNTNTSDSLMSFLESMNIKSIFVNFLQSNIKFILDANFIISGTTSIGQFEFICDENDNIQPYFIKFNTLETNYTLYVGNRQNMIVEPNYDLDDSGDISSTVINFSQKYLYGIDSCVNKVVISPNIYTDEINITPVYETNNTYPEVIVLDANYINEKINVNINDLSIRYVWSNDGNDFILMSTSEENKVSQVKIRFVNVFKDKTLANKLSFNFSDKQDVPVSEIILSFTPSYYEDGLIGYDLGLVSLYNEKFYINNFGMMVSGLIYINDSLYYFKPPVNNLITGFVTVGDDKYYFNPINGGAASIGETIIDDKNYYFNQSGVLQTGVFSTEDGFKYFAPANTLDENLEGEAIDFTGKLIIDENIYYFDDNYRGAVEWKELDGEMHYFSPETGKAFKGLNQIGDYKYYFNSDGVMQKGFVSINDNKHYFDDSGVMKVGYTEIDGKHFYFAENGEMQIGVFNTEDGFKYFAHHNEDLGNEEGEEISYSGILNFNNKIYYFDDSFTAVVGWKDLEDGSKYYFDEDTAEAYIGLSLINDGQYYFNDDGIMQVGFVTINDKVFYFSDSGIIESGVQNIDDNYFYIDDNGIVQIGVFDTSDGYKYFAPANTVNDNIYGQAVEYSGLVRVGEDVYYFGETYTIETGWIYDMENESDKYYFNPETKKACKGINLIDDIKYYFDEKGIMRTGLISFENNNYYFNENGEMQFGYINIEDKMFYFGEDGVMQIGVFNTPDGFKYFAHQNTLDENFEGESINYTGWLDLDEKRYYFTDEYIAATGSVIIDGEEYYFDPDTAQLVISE
Mtb FBA inh – Mtb fructose-bisphosphate aldolase inhibition | purified M. tuberculosis FBA, fluorescence read-out | inhibition, % at 1 µM | hit rate 2.3% among 360,000; in the data active = inhibition above about 27%;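 note: 0% = vehicle and 100% = reference inhibitor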
Mtb UGM inh – blocks M. tuberculosis UGM enzyme; purified UGM, fluorescence polarization probe displacement; inhibition, % at 10 µM; hit rate 0.06% among 320,000; AID 504406; in the data active = inhibition above about 10%, passing the limit was not always enough; inconclusive = no clear call, values can overlap the other calls
BioA inh – inhibitors of Mycobacterium tuberculosis BioA enzyme | purified M. tuberculosis BioA enzyme, plate reader | inhibition, % at 9.99 µM | hit rate 0.096% among 360,000 | AID 602481; in the data active = inhibition above about 40%; inconclusive = no clear call, values can overlap the other calls
GDH-TPI counter – inhibits GDH-TPI coupling enzymes, artifact for Mtb FBA screen. inhibition, % at 4.8 µM. AID 588335. GDH-TPI coupled enzyme counterscreen, NADH absorbance. hit rate 1.2% among 360,000; in the data active = inhibition above about 30%;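 note: 0% = DMSO wells and 100% = wells lacking the enzyme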
FadD28 FP inh – blocks FadD28 binding to the bisubstrate probe; fluorescence polarization; inhibition, % at 12.5 µM; hit rate 0.22% among 360,000; in the data active = inhibition above about 8.5%, passing the limit was not always enough; inconclusive = no clear call, values can overlap the other calls
Numbers without * were called inactive.

How did CCCc1nnc(NC(=O)CCC(=O)N2CCC3(CC2)OCCO3)s1 do in these assays?
BH1578 lux ind: 1.6; PfHsp40 rescue: -0.4; Yp Topo-I inh: 3; TcdB GH inh: -1.3; Mtb FBA inh: 2; Mtb UGM inh: -0.6; GDH-TPI counter: -6; FadD28 FP inh: 1.8

How did O=C(NC(=S)N1CCN(C/C=C/c2ccccc2)CC1)c1c(F)cccc1F do in these assays?
BH1578 lux ind: inactive; PfHsp40 rescue: 0.5; Yp Topo-I inh: 8; TcdB GH inh: 5.5; Mtb FBA inh: -1; BioA inh: 8.5; GDH-TPI counter: 11; FadD28 FP inh: -0.4

Results for CCc1nc(C)c(-c2ccccc2)c(=O)[nH]1 ?
BH1578 lux ind: 0.5; PfHsp40 rescue: 0.9; Yp Topo-I inh: -2; Mtb FBA inh: 3; Mtb UGM inh: -5.2; BioA inh: -0.1; GDH-TPI counter: -4; FadD28 FP inh: -2.0

What do the screens show for `COCc1cc(=O)n2[nH]c(-c3ccc(C)cc3)cc2n1`?
BH1578 lux ind: inactive; PfHsp40 rescue: -2.2; Yp Topo-I inh: -4; Mtb FBA inh: 35*; Mtb UGM inh: 1.2; BioA inh: -0.8; GDH-TPI counter: 3; FadD28 FP inh: -3.1

What do the screens show for `Cc1cccc(OCC(=O)N(Cc2ccco2)C2CCS(=O)(=O)C2)c1C` (centres undefined)?
BH1578 lux ind: -0.3; PfHsp40 rescue: 2.0; Yp Topo-I inh: 11; TcdB GH inh: 0.7; Mtb FBA inh: 5; Mtb UGM inh: 1.9; BioA inh: -0.9; GDH-TPI counter: 3; FadD28 FP inh: -0.8

How did Oc1[nH]c2ccccc2c1N=Nc1nc(Nc2ccccc2)nc(N2CCOCC2)n1 do in these assays?
BH1578 lux ind: -0.4; PfHsp40 rescue: -0.3; Yp Topo-I inh: 0; TcdB GH inh: 0.8; Mtb FBA inh: 0; Mtb UGM inh: -2.5; BioA inh: -0.2; GDH-TPI counter: 5; FadD28 FP inh: -2.7

What do the screens show for `COc1ccc(N(CC(=O)NCc2ccc(C)cc2)S(=O)(=O)c2c(C)[nH]c(=O)[nH]c2=O)cc1`?
BH1578 lux ind: inactive; PfHsp40 rescue: -1.5; Yp Topo-I inh: 1; TcdB GH inh: -3.4; Mtb FBA inh: 0; Mtb UGM inh: -3.6; BioA inh: -0.2; GDH-TPI counter: -12; FadD28 FP inh: 0.7

Results for O=C(NCc1ccccc1)c1c[nH]c2ccc(F)cc2c1=O ?
BH1578 lux ind: -0.7; PfHsp40 rescue: 0.7; Yp Topo-I inh: 7; TcdB GH inh: 1.1; Mtb FBA inh: -1; Mtb UGM inh: -0.1; BioA inh: 3.0; GDH-TPI counter: 5; FadD28 FP inh: -5.4

What do the screens show for `O=C(NNC(=O)C1CCN(S(=O)(=O)c2ccc(Cl)cc2)CC1)c1ccc(S(=O)(=O)N2CCCCC2)cc1`?
BH1578 lux ind: 4.2; PfHsp40 rescue: -0.9; Yp Topo-I inh: 14; TcdB GH inh: 0.1; Mtb FBA inh: -3; Mtb UGM inh: -1.8; GDH-TPI counter: 2; FadD28 FP inh: -3.4

What do the screens show for `Cc1nnc(N2CCN(c3ccccc3)CC2)[nH]c1=O`?
BH1578 lux ind: inactive; PfHsp40 rescue: 0.2; Yp Topo-I inh: 2; Mtb FBA inh: 2; Mtb UGM inh: 0.0; BioA inh: -0.4; GDH-TPI counter: 1; FadD28 FP inh: 0.0

Results for O=C(/C=C/c1ccc(Cl)c(Cl)c1)NC1=NCCS1 ?
BH1578 lux ind: -0.2; PfHsp40 rescue: -1.1; Yp Topo-I inh: 7; TcdB GH inh: 0.8; Mtb FBA inh: 1; Mtb UGM inh: 1.1; GDH-TPI counter: 0; FadD28 FP inh: -0.6

Results for CC(C)N1CCC(=NNC(=O)c2ccc(Br)o2)CC1 ?
BH1578 lux ind: inactive; PfHsp40 rescue: -0.3; Yp Topo-I inh: 3; Mtb FBA inh: 2; Mtb UGM inh: -2.0; BioA inh: 0.4; GDH-TPI counter: 5; FadD28 FP inh: -2.4

What do the screens show for `CCOC(=O)CSc1nnc(CNC(=O)c2ccco2)n1-c1ccc(F)cc1`?
BH1578 lux ind: -0.5; PfHsp40 rescue: 0.8; Yp Topo-I inh: 4; Mtb FBA inh: 1; Mtb UGM inh: 2.1; BioA inh: -1.1; GDH-TPI counter: 2; FadD28 FP inh: 0.7

What do the screens show for `CCN(CC)C(=O)CSc1nc2cc3c(cc2c(=O)n1CCCC(=O)NCCc1ccc(OC)c(OC)c1)OCO3`?
BH1578 lux ind: 2.3; PfHsp40 rescue: -0.5; Yp Topo-I inh: 41; TcdB GH inh: 0.3; Mtb FBA inh: 1; Mtb UGM inh: 0.0; BioA inh: 15; GDH-TPI counter: 7; FadD28 FP inh: -2.2

How did COc1ccc(NC(=O)COC(=O)Cc2cccs2)cc1Cl do in these assays?
BH1578 lux ind: -1.2; Yp Topo-I inh: 2; TcdB GH inh: -0.5; Mtb FBA inh: -3; BioA inh: 3.8; GDH-TPI counter: 0; FadD28 FP inh: -2.3

What do the screens show for `Cc1ccc(S(=O)(=O)N2CCOCC2)cc1C(=O)NCc1cccnc1`?
BH1578 lux ind: inactive; PfHsp40 rescue: 0.1; Yp Topo-I inh: -2; TcdB GH inh: -0.2; Mtb FBA inh: -3; Mtb UGM inh: -0.2; BioA inh: -2.3; GDH-TPI counter: 4; FadD28 FP inh: -2.0

Results for CC(=O)Oc1ccc2occ(C(=O)c3ccccc3)c2c1 ?
BH1578 lux ind: -0.6; Yp Topo-I inh: 1; TcdB GH inh: 1.4; Mtb FBA inh: 3; Mtb UGM inh: -2.5; BioA inh: 0.6; GDH-TPI counter: -3; FadD28 FP inh: -1.0

How did COc1ccc(CSc2ncn[nH]2)cc1[N+](=O)[O-] do in these assays?
BH1578 lux ind: -0.3; PfHsp40 rescue: -0.7; Yp Topo-I inh: 8; Mtb FBA inh: 0; Mtb UGM inh: -1.0; GDH-TPI counter: 0; FadD28 FP inh: -0.6

Results for CCOc1ccc(N2CC(C(=O)N3CCCCC3)CC2=O)cc1 (centres undefined) ?
BH1578 lux ind: inactive; PfHsp40 rescue: 2.1; Yp Topo-I inh: -1; TcdB GH inh: 1.0; Mtb FBA inh: -2; Mtb UGM inh: -2.3; BioA inh: -1.0; GDH-TPI counter: -4; FadD28 FP inh: -0.6

How did CCN(CC(=O)Nc1c(F)cccc1F)C(=O)CNC(=O)c1ccc2ccccc2c1 do in these assays?
BH1578 lux ind: 1.5; PfHsp40 rescue: 1.0; Yp Topo-I inh: 1; TcdB GH inh: 0.2; Mtb FBA inh: 1; Mtb UGM inh: -0.1; BioA inh: -0.9; GDH-TPI counter: 3

Brought forward from above: 3 compounds; new compounds follow.
How did COc1ccc(CSc2ncn[nH]2)cc1[N+](=O)[O-] do in these assays?
BH1578 lux ind: -0.3; PfHsp40 rescue: -0.7; Yp Topo-I inh: 8; Mtb FBA inh: 0; Mtb UGM inh: -1.0; GDH-TPI counter: 0; FadD28 FP inh: -0.6

Results for CCOc1ccc(N2CC(C(=O)N3CCCCC3)CC2=O)cc1 (centres undefined) ?
BH1578 lux ind: inactive; PfHsp40 rescue: 2.1; Yp Topo-I inh: -1; TcdB GH inh: 1.0; Mtb FBA inh: -2; Mtb UGM inh: -2.3; BioA inh: -1.0; GDH-TPI counter: -4; FadD28 FP inh: -0.6

How did CCN(CC(=O)Nc1c(F)cccc1F)C(=O)CNC(=O)c1ccc2ccccc2c1 do in these assays?
BH1578 lux ind: 1.5; PfHsp40 rescue: 1.0; Yp Topo-I inh: 1; TcdB GH inh: 0.2; Mtb FBA inh: 1; Mtb UGM inh: -0.1; BioA inh: -0.9; GDH-TPI counter: 3

Results for CCOc1ccc(-n2c(SCC(=O)Nc3cc(C(=O)O)ccc3Cl)nc3ccccc3c2=O)cc1 ?
BH1578 lux ind: -0.3; PfHsp40 rescue: -0.2; Yp Topo-I inh: 20; TcdB GH inh: 0.8; Mtb FBA inh: 1; Mtb UGM inh: -0.6; BioA inh: 0.8; GDH-TPI counter: -2

What do the screens show for `COc1cc(C#Cc2c(-c3cncn3C)n(C)c3ccc(-c4ccc5[nH]ccc5c4)cc23)cc(OC)c1`?
BH1578 lux ind: 1.2; PfHsp40 rescue: 0.2; Yp Topo-I inh: 0; TcdB GH inh: 0.7; Mtb FBA inh: 46*; Mtb UGM inh: 3.6; BioA inh: -2.4; GDH-TPI counter: 13; FadD28 FP inh: -5.2

Results for CC(=O)Nc1ccc(S(=O)(=O)N(C)CC(=O)Nc2nc3ccccc3[nH]2)cc1 ?
BH1578 lux ind: -0.7; PfHsp40 rescue: 0.4; Yp Topo-I inh: -2; TcdB GH inh: 1.0; Mtb FBA inh: -2; BioA inh: 1.5; GDH-TPI counter: -1; FadD28 FP inh: -0.4

Results for CCOC(=O)CC1C(=O)NCCN1c1nc2ccc(C)cn2c(=O)c1/C=C1\SC(=S)N(CC(C)C)C1=O (centres undefined) ?
BH1578 lux ind: -0.4; PfHsp40 rescue: 1.1; Yp Topo-I inh: 3; Mtb FBA inh: 1; Mtb UGM inh: 3.3; GDH-TPI counter: 14; FadD28 FP inh: 1.5

Results for C=CCn1c(SCC(=O)Nc2c(C)cccc2C)nnc1-c1ccncc1 ?
PfHsp40 rescue: inconclusive; Yp Topo-I inh: -2; Mtb FBA inh: -2; Mtb UGM inh: -0.9; BioA inh: -2.7; GDH-TPI counter: 0; FadD28 FP inh: -0.7

Results for COC(=O)C1=[N+]([O-])OC(C(=O)OC)C1c1c[nH]c2ccccc12 (centres undefined) ?
BH1578 lux ind: 7.1; PfHsp40 rescue: 1.1; Yp Topo-I inh: 2; TcdB GH inh: -1.5; Mtb FBA inh: 3; Mtb UGM inh: -1.8; BioA inh: 0.7; GDH-TPI counter: 12; FadD28 FP inh: 0.3

How did O=[N+]([O-])c1ccc(CNC2CCCc3ccccc32)cc1 (centres undefined) do in these assays?
BH1578 lux ind: -0.5; PfHsp40 rescue: 0.8; Yp Topo-I inh: 0; TcdB GH inh: 0.9; Mtb FBA inh: 2; Mtb UGM inh: -0.8; GDH-TPI counter: 4; FadD28 FP inh: -3.0

What do the screens show for `COc1ccc(CN(CC(=O)NCCc2ccccc2)C(=O)CCC(=O)Nc2ccccn2)cc1`?
BH1578 lux ind: -0.4; PfHsp40 rescue: -0.4; Yp Topo-I inh: -1; TcdB GH inh: 0.2; Mtb FBA inh: -4; Mtb UGM inh: -0.5; BioA inh: -1.1; GDH-TPI counter: 1; FadD28 FP inh: -4.1

How did Cc1cc(C)nc(N/N=C/c2c(C)oc3ccccc23)n1 do in these assays?
BH1578 lux ind: -0.5; PfHsp40 rescue: -1.3; Yp Topo-I inh: -6; TcdB GH inh: 3.3; Mtb FBA inh: -1; Mtb UGM inh: -0.7; GDH-TPI counter: 3; FadD28 FP inh: -0.5

Results for CC(=O)c1sc(-c2ccccc2)cc1NS(=O)(=O)c1ccc(C)cc1 ?
BH1578 lux ind: 0.0; PfHsp40 rescue: -1.1; Yp Topo-I inh: 19; TcdB GH inh: 0.0; Mtb FBA inh: 2; Mtb UGM inh: 0.7; BioA inh: -1.2; GDH-TPI counter: 16; FadD28 FP inh: -1.7

What do the screens show for `O=C(NCC(=O)N1CCOCC1)OCc1ccccc1`?
BH1578 lux ind: inactive; PfHsp40 rescue: -1.9; Yp Topo-I inh: -8; TcdB GH inh: 0.5; Mtb FBA inh: 2; Mtb UGM inh: 0.5; BioA inh: -1.1; GDH-TPI counter: 1; FadD28 FP inh: 1.0

Results for COc1ccccc1NC(=O)CON=C(N)CC(=O)NC1CCCCC1 ?
BH1578 lux ind: -0.8; PfHsp40 rescue: 1.5; Yp Topo-I inh: 3; TcdB GH inh: -1.8; Mtb FBA inh: 4; Mtb UGM inh: -2.1; BioA inh: -1.7; GDH-TPI counter: -4; FadD28 FP inh: -0.7

What do the screens show for `COc1ccc(N2CCN(S(=O)(=O)c3ccc(OC)c(C(=O)N4CCCCC4)c3)CC2)cc1`?
BH1578 lux ind: -4.4; PfHsp40 rescue: -1.0; Yp Topo-I inh: 28; TcdB GH inh: -0.6; Mtb FBA inh: 3; Mtb UGM inh: -2.6; BioA inh: -0.6; GDH-TPI counter: -5; FadD28 FP inh: -0.3

Screens (PubChem BioAssay)
